High-throughput results as filed in PubChem BioAssay.
H37Rv inhibition: M. tuberculosis growth inhibition, HTS (AID 449762) | M. tuberculosis H37Rv growth inhibition, 7H9 media; higher % means a stronger effect | inhibition, % at 25 µM, or IC50 in µM where a hit was titrated | 330,000 compounds, 0.59% hits; in the data active means a potency from the dose series; inconclusive means inhibition above about 70% without an active follow-up result;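 further: bacterial growth assessed after seven days of incubation; strong numbers were not always called active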
M. tuberculosis: growth inhibition of non-replicating M. tuberculosis (AID 488890); 320,000 compounds, 0.39% hits; inhibition, % at 25 µM, or IC50 in µM where a hit was titrated; Mycobacterium tuberculosis non-replicating, growth inhibition; higher % means a stronger effect; in the data active means a potency from the dose series; inconclusive means inhibition mostly from about 82% at the one dose, without a potency; inactive means the rest, 99 in 100 with inhibition below about 76%;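 further: plate controls were DMSO cells for no effect and high antibiotic wells for full effect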
H1N1 NS1A inhibition: H1N1 influenza NS1A inhibitors, functional cell based assay (AID 504329); NS1A functional cell-based assay, percent inhibition; higher % means a stronger effect; one-dose inhibition, % at 12.5 µM; IC50 in µM for titrated hits; 340,000 compounds, 0.3% hits; in the data active means a potency from the dose series; inconclusive means inhibition above about 27% without an active follow-up result; further: strong numbers were not always called active
PhoP GFP inhibition: PhoP regulon inhibitors, Salmonella typhi PhoP promoter GFP reporter, confirmatory (AID 1850); Salmonella Typhi PhoP-promoter GFP reporter, fluorescence, 4 h; higher % means a stronger effect; inhibition, % at 50 µM; hits with a dose series show IC50 in µM; 310,000 compounds, 0.33% hits; in the data active means a potency from the dose series; inconclusive means inhibition mostly from about 25% at the one dose, without a potency; inactive means the rest, 99 in 100 with inhibition below about 19%;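 further: 0% = induced wells with vehicle and 100% = uninduced wells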
VEEV TC-83 Vero: inhibitors of VEEV TC-83 cytopathic effect, confirmation, Vero cells (AID 588727); Vero cells, VEEV TC-83 cytopathic effect inhibition; higher % means a stronger effect; 350,000 compounds, 0.13% hits; inhibition, % at 20 µM, or IC50 in µM where a hit was titrated; in the data active means a potency from the dose series; inconclusive means inhibition mostly from about 14% at the one dose, without a potency; inactive means the rest, 99 in 100 with inhibition below about 12%; further: strong numbers were not always called active
VEEV TC-83 Vero 10K pilot screen: second read-out of VEEV TC-83 Vero, no call of its own (marks repeat the call); inhibition, %; measured here: 10K pilot screen inhibition
The depositor's hits bear a star; i = inactive; ? = inconclusive; nt = not tested or not shown.

SMILES	H37Rv inhibition	M. tuberculosis	H1N1 NS1A inhibition	PhoP GFP inhibition	VEEV TC-83 Vero	others
CCc1nnc(NC(=O)c2ccc(S(=O)(=O)N(C)c3ccccc3)cc2)o1	60.2%	?	4.5%	-5.6%	?
COc1ccc(NC(=O)c2cc3cccc(OC)c3oc2=Nc2ccc(C(=O)O)cc2)cc1OC	nt	nt	0.8%	nt	0.7%
Cc1ccc(NS(=O)(=O)c2cc(-c3n[nH]c(=O)c4ccccc34)ccc2C)cc1	-4.8%	53.5%	-2.8%	-7.1%	7.8%
O=c1c2ccccc2cnn1-c1ccc2ccccc2c1	0.4%	0.3%	-7.0%	0.3%	i
Cc1occc1C(=O)N1CCC2(CC1)OCCO2	-7.7%	-13.1%	-0.3%	2.9%	i
CCOC(=O)C1=CN(c2cccc(F)c2)C=C(C(=O)OCC)C1c1cc(OC)c(O)c([N+](=O)[O-])c1	-11.1%	32.1%	22.7%	-4.4%	5.8%
CCOC(=O)c1c(N)sc(C(=O)Nc2ccccc2F)c1C	3.1%	16.4%	-10.0%	-5.1%	1.7%
COc1cccc(C(=O)N2CCC(N3CC(C)OC(C)C3)CC2)c1 (configuration not stated)	2.1%	-8.4%	-7.0%	-9.3%	2.1%
Cc1cc(C)nc(SCc2nnc(SCC(=O)Nc3ccc(C)c(C)c3)n2Cc2ccco2)n1	-7.5%	14.1%	0.1%	-2.2%	5.9%
Cc1ccc(C(=O)Nc2ccc(Br)c(C(F)(F)F)c2)cc1	51.0%	?	-4.9%	13.4%	i	VEEV TC-83 Vero 10K pilot screen=1.8
CC(=O)Nc1ccc(S(=O)(=O)N(C)CC(=O)OCC(=O)N2CCCC2=O)cc1	-6.3%	-18.4%	-10.2%	-3.9%	2.3%
NC(=O)c1c(N)sc(=S)n1CC1CCCO1 (configuration not stated)	1.5%	-2.4%	17.5%	-7.5%	1.9%
COc1cc(C(=O)N2CCN(S(=O)(=O)c3ccc(Cl)cc3)CC2)ccc1OCC(=O)N1CCOCC1	nt	nt	0.2%	nt	0.4%
CC1(C)CC(=O)C=C(C(=O)N2CCCC(CCC(=O)NCc3ccccc3F)C2)O1 (configuration not stated)	7.0%	-2.0%	-1.1%	4.6%	0.2%
O=C(Cn1ccc2ccccc2c1=O)NCCC(=O)N1CCN(C2CCCCC2)CC1	-6.5%	-13.4%	2.4%	-7.5%	3.8%
O=C(NN1CCOCC1)c1ccccc1NS(=O)(=O)c1ccc(F)cc1F	-5.1%	10.0%	-1.2%	nt	2.5%
COc1ccc(S(=O)(=O)NCC2CCC(C(=O)O)CC2)cc1 (configuration not stated)	-12.7%	-11.4%	-10.4%	-8.5%	1.4%
O=C(NC1CCN(C(=O)Nc2ccccc2Cl)CC1)c1cccc(F)c1	-8.6%	-0.8%	3.4%	-25.8%	0.8%
COc1cc(/C=C/c2nc3ccccc3c(=O)[nH]2)cc(OC)c1OC	2.8%	-4.2%	-25.5%	-19.4%	i
COC(=O)CCC(=O)OC1(C)C(=O)C=C2C=C(C3CC3)N(Cc3ccco3)C=C2C1=O (configuration not stated)	3.4%	25.5%	-17.5%	8.6%	0.7%
CC(=O)c1cccc(NC(=O)CCc2nnc3ccc(N4CCOCC4)nn23)c1	-3.4%	-20.0%	6.3%	-0.3%	2.1%
COc1ccc(C(=O)NCc2nnc(SCC(=O)N3CCCCC3)o2)cc1OC	-3.8%	-10.2%	2.6%	7.6%	1.1%
O=[N+]([O-])c1c(NCCCO)cc(SCc2ccco2)c2nonc12	67.7%	nt	6.5%	-3.9%	1.9%
CC1CCN(S(=O)(=O)c2cccc(C(=O)N3CCN(c4ccc(F)cc4)CC3)c2)CC1	11.5%	25.5%	-4.3%	-13.1%	3.5%
C=C1CCC[C@]2(C)C[C@H]3OC(=O)C(CNC(C)CC)[C@H]3CC12 (some centres not stated)	7.3%	11.0%	1.9%	-8.7%	i
COc1ccc(/C=N\NC(=O)c2ccccc2Br)cc1COc1ccccc1	-3.7%	-17.0%	-4.1%	-10.6%	i
Cc1ccnc(NC(=O)CC(NC(=O)c2ccccc2Cl)c2ccccc2)c1 (configuration not stated)	8.9%	-13.7%	-7.8%	2.3%	0.9%
COCCNC(=O)c1onc(CSc2ccccc2C)c1C(=O)O	8.1%	7.3%	-8.1%	5.7%	0.6%	VEEV TC-83 Vero 10K pilot screen=0.9
Cc1cc(C(=O)CN2C(=O)NC3(CCCCC3)C2=O)c(C)n1-c1ccc2c(c1)OCO2	-3.8%	59.5%	2.1%	6.2%	0.2%
COc1ccc(S(=O)(=O)N2CC(C(=O)O)Oc3ccc(CC(=O)O)cc32)cc1 (configuration not stated)	2.0%	8.3%	-7.6%	-16.7%	3.2%
Nc1nnnn1/N=C/c1ccccc1O	10.0%	12.0%	-1.0%	5.9%	0.5%
O=C(Cc1ccccc1)Nc1ccccc1Sc1ccccc1	5.8%	1.1%	-5.6%	2.6%	0.3%
COc1ccc(NC(=O)CSc2nnc(NC(=O)c3ccco3)s2)cc1	4.7%	11.4%	-2.7%	-2.6%	1.0%
O=[N+]([O-])c1cccc2ccc(/C=C/c3ccc(Cl)cc3)nc12	8.4%	1.6%	25.4%	-4.1%	i
CCOC(=O)/C=C/c1cnn(-c2ccccc2)c1	2.5%	61.1%	-4.9%	5.0%	1.3%
CC(=O)Nc1ccc(/C=C(\C#N)C(N)=O)cc1	5.0%	-6.6%	nt	4.0%	0.3%
Cc1c(Cl)cnc(NC(=O)COC(=O)c2cccc(S(=O)(=O)N3c4ccccc4CC3C)c2)c1Cl (configuration not stated)	-22.4%	52.4%	2.1%	-5.6%	2.5%
Cc1ccc(NC(=O)C2CCN(S(=O)(=O)c3cccc(C(F)(F)F)c3)CC2)nc1	-6.3%	4.5%	1.7%	9.5%	i
CCN(CC)c1ccc2cc(C(N)=O)/c(=N\NC(=O)c3ccncc3)oc2c1	14.6%	34.1%	nt	-8.7%	nt
O=C(Nc1ccc2c(c1)CCC2)c1cccc(S(=O)(=O)Nc2ccccc2Cl)c1	-10.0%	35.1%	-3.7%	-4.1%	2.1%
CC(=O)N(CN1C(=O)c2ccccc2C1=O)c1ccc2c(c1)oc1ccccc12	-1.5%	-11.9%	18.3%	2.8%	1.5%
Cc1ccc(C)c(NC(=S)N(C)C)c1	1.9%	-5.3%	0.8%	9.2%	1.1%
Cn1c(=N)c(S(=O)(=O)c2ccc(F)cc2)cc2c(=O)n3ccccc3nc21	-11.2%	-0.2%	10.8%	-0.7%	4.0%
CCN(CCCNC(=O)CC(C(=O)N1CCc2ccccc21)n1ccnc1)c1ccccc1 (configuration not stated)	-3.7%	2.4%	10.0%	8.0%	2.2%	VEEV TC-83 Vero 10K pilot screen=0.5
Cc1noc(C)c1CSCC(=O)N(C)CC(=O)Nc1cccc(F)c1	-3.7%	-5.1%	-1.5%	-0.9%	2.5%
CCc1ccc(-c2nc(CSCC(=O)NC3CC3)c(C)o2)cc1	7.5%	20.0%	-6.0%	5.2%	1.1%
CCCCOC(=O)CSc1nc2c(c(=O)[nH]c(=O)n2C)n1C/C=C(\C)Cl	1.5%	6.6%	4.5%	7.7%	i
Cc1nn(Cc2c(Cl)cccc2Cl)c(Cl)c1/C=N/NC(=O)c1cccnc1	6.8%	50.5%	1.1%	1.3%	2.6%
CCC(Oc1ccc(C)cc1)C(=O)Nc1ccc(S(=O)(=O)Nc2nccs2)cc1 (configuration not stated)	7.5%	5.0%	-13.8%	6.8%	3.7%
CCCC(=O)C1=C(N2CCCC2)CC(C)(C)C(C(=O)OC)C1=O (configuration not stated)	0.2%	-3.5%	-21.1%	3.8%	0.2%
COc1ccc(C(=O)N/C(=C\c2cccc3ccccc23)C(=O)N2CCN(C)CC2)cc1	6.9%	-2.1%	-16.9%	nt	4.8%
Cc1ccc2nc(NC(=O)CSCC(=O)OCC(=O)c3ccccc3)sc2c1	49.7%	79.7%	1.5%	-3.6%	0.2%
CCOC(=O)C1CCCN(C(c2ccccn2)c2c(C)[nH]c3ccccc23)C1 (configuration not stated)	2.6%	46.3%	-10.5%	-6.7%	0.5%
NNc1nc2c(-c3ccc(F)cc3)nnn2c2ccccc12	1.3%	8.3%	5.7%	5.2%	5.6%
CC(=O)c1ccc(NC(=S)NNC(=O)c2ccncc2)cc1	?	64.4%	-3.0%	-3.4%	1.1%
CCOc1ccc(NC(=O)n2ncc3c(C)cccc32)cc1	?	17.4%	1.4%	5.6%	0.3%
Cc1cc(=O)n2nc(N3CCCC(C(=O)NC4CCCCC4C)C3)sc2n1 (configuration not stated)	-6.6%	-0.5%	4.0%	29.8%	10.6%
O=[N+]([O-])c1ccc(N2CCN(Cc3ccccc3)CC2)c(S(=O)(=O)N2CCOCC2)c1	2.2%	14.1%	6.6%	1.6%	6.8%
COc1ccc2c(c1)[C@H]1[C@H](CO2)[C@H](c2ccccc2)[C@@]2(C)C(=O)N[C@H](C)C(=O)N12	nt	nt	-6.5%	nt	0.1%
COc1ccc(CN2C(=O)CS/C2=N/N=C/c2ccccc2)cc1	10.3%	-1.7%	nt	-2.3%	i
More structures.
SMILES	H37Rv inhibition	M. tuberculosis	H1N1 NS1A inhibition	PhoP GFP inhibition	VEEV TC-83 Vero	others
Clc1ccc(CSc2nnnn2-c2ccc3c(c2)OCO3)c(Cl)c1	9.9%	26.0%	-0.4%	20.1%	1.2%
CCC1C(=O)CC(c2ccc([N+](=O)[O-])cc2)NC1c1ccc([N+](=O)[O-])cc1 (configuration not stated)	4.9%	48.6%	2.7%	-32.1%	3.1%
Cc1ccc(C(=O)N2CCN(c3ccc(NC(=S)NC(=O)Cc4ccccc4)cc3)CC2)cc1	?	?	8.9%	-12.3%	i
COc1ccc(S(=O)(=O)NNC(N)=S)cc1	-7.1%	-9.1%	11.7%	5.6%	i
CCCCn1ccnc1C(=O)c1cccc(S(=O)(=O)N2CC(C)CC(C)C2)c1 (configuration not stated)	6.2%	5.5%	-0.2%	-0.6%	i

14 successive records already listed, for reference:
SMILES	H37Rv inhibition	M. tuberculosis	H1N1 NS1A inhibition	PhoP GFP inhibition	VEEV TC-83 Vero	others
CCCC(=O)C1=C(N2CCCC2)CC(C)(C)C(C(=O)OC)C1=O (configuration not stated)	0.2%	-3.5%	-21.1%	3.8%	0.2%
COc1ccc(C(=O)N/C(=C\c2cccc3ccccc23)C(=O)N2CCN(C)CC2)cc1	6.9%	-2.1%	-16.9%	nt	4.8%
Cc1ccc2nc(NC(=O)CSCC(=O)OCC(=O)c3ccccc3)sc2c1	49.7%	79.7%	1.5%	-3.6%	0.2%
CCOC(=O)C1CCCN(C(c2ccccn2)c2c(C)[nH]c3ccccc23)C1 (configuration not stated)	2.6%	46.3%	-10.5%	-6.7%	0.5%
NNc1nc2c(-c3ccc(F)cc3)nnn2c2ccccc12	1.3%	8.3%	5.7%	5.2%	5.6%
CC(=O)c1ccc(NC(=S)NNC(=O)c2ccncc2)cc1	?	64.4%	-3.0%	-3.4%	1.1%
CCOc1ccc(NC(=O)n2ncc3c(C)cccc32)cc1	?	17.4%	1.4%	5.6%	0.3%
Cc1cc(=O)n2nc(N3CCCC(C(=O)NC4CCCCC4C)C3)sc2n1 (configuration not stated)	-6.6%	-0.5%	4.0%	29.8%	10.6%
O=[N+]([O-])c1ccc(N2CCN(Cc3ccccc3)CC2)c(S(=O)(=O)N2CCOCC2)c1	2.2%	14.1%	6.6%	1.6%	6.8%
COc1ccc2c(c1)[C@H]1[C@H](CO2)[C@H](c2ccccc2)[C@@]2(C)C(=O)N[C@H](C)C(=O)N12	nt	nt	-6.5%	nt	0.1%
COc1ccc(CN2C(=O)CS/C2=N/N=C/c2ccccc2)cc1	10.3%	-1.7%	nt	-2.3%	i
Clc1ccc(CSc2nnnn2-c2ccc3c(c2)OCO3)c(Cl)c1	9.9%	26.0%	-0.4%	20.1%	1.2%
CCC1C(=O)CC(c2ccc([N+](=O)[O-])cc2)NC1c1ccc([N+](=O)[O-])cc1 (configuration not stated)	4.9%	48.6%	2.7%	-32.1%	3.1%
Cc1ccc(C(=O)N2CCN(c3ccc(NC(=S)NC(=O)Cc4ccccc4)cc3)CC2)cc1	?	?	8.9%	-12.3%	i

For reference, 2 of the compounds above:
SMILES	H37Rv inhibition	M. tuberculosis	H1N1 NS1A inhibition	PhoP GFP inhibition	VEEV TC-83 Vero	others
COc1ccc(S(=O)(=O)NNC(N)=S)cc1	-7.1%	-9.1%	11.7%	5.6%	i
CCCCn1ccnc1C(=O)c1cccc(S(=O)(=O)N2CC(C)CC(C)C2)c1 (configuration not stated)	6.2%	5.5%	-0.2%	-0.6%	i
